SENP1 FRET inh: human SENP1 catalytic domain inhibitors, primary screen, biochemical, FRET, uHTS. Sentrin-specific protease 1 (Homo sapiens), Q9P0U3. recombinant SENP1 catalytic domain, CyPet-SUMO1-YPet FRET cleavage. inhibition, % at 10 µM. hit rate 0.21% among 360,000;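 active = inhibition at least 30% at 10 µM, raw YFP signal under a set limit, fluorescence ratio 0.5 to 1.5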;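 note: 0% = enzyme with DMSO and 100% = no enzyme wells; some results filed as inactive read as strong as hits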
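System: Recombinant human SENP1 catalytic domain, His6-tagged | Incubation: Enzyme reaction for 50 min at room temperature, dark | Medium: Tris pH 8 with BME, BSA, NP40 and catalase | Also added: 25 nM SUMO1 FRET substrate | Compound: 10 µM single point, 0.5% DMSO | Measured by: FRET fluorescence in CFP and YFP emission channels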
APOBEC3A inh: APOBEC3A ssDNA deaminase inhibitors, primary screen, selectivity assay for APOBEC3G inhibitor project, biochemical, FAM/TAMRA oligo cleavage fluorescence; hit rate 0.41% among 330,000; AID 493011, 2011; inhibition, % at 20 µM; recombinant A3A, FAM/TAMRA ssDNA deamination fluorescence; DNA dC->dU-editing enzyme APOBEC-3A (Homo sapiens), P31941;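 active = at least 40% inhibition at 20 µM here, with at most 30% in a related deaminase screen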;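 note: plate controls were A3A with DMSO for no effect and wells lacking A3A enzyme for full effect; some results filed as inactive read as strong as hits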
Target sequence (P31941 whole entry, looked up): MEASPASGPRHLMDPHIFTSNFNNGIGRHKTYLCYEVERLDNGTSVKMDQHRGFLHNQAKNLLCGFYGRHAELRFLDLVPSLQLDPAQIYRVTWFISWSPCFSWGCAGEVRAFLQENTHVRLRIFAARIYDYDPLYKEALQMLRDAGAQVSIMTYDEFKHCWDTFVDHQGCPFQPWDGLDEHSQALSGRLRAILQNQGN
beta cell repl: inducers of MIN6 beta-cell proliferation, primary screen, ATP luminescence, uHTS. MIN6 cells proliferation, ATPlite luminescence, 48 h; cells starved in 0.2% serum; 100% = growth in 10% serum. proliferation, % at 10 µM. hit rate 0.29% among 330,000;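 active = compounds whose signal lies at least 3.5 SD above the mean of all wells on their plate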;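 note: 0% = DMSO-treated cells in low-serum medium and 100% = 10% serum control; some compounds called inactive have numbers as strong as hits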
hIAP act: human IAP activators, primary screen, biochemical, luminescence, uHTS; AID 2524, 2010; Intestinal-type alkaline phosphatase (Homo sapiens), P09923; activation factor at 10 µM; purified human IAP, CDP-Star luminescence, 30 min; active compounds read high; 1 = vehicle-only enzyme, 0 = enzyme-free background; hit rate 0.16% among 330,000;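 active = activation factor of the enzyme at least 2-fold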; note: the source names both 10 and 20 µM as test concentration; values of inactives mirror those of a sister screen read the other way
Target sequence (P09923 whole entry, looked up): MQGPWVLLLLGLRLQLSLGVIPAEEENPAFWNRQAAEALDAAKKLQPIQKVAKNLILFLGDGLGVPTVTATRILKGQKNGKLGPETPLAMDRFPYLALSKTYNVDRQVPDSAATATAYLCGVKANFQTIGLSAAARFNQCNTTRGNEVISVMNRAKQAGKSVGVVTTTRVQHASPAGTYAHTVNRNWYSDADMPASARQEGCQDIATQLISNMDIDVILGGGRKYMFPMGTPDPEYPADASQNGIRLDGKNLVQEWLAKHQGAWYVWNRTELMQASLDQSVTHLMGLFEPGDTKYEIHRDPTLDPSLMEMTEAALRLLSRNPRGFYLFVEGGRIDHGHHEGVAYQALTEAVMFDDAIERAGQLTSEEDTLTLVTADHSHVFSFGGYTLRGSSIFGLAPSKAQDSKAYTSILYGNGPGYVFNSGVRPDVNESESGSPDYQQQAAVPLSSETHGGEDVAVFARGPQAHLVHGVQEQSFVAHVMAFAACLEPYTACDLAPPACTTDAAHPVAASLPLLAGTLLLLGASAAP
mIAP inh: inhibitors of mouse IAP, primary screen, biochemical, luminescence, uHTS | purified mouse IAP, CDP-Star luminescence, 30 min | inhibition, % at 10 µM | hit rate 0.2% among 330,000;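 active = inhibition of at least 40% at 10 µM in the primary screen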;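 note: plate controls were DMSO with enzyme for no effect and no enzyme wells for full effect; values of inactives mirror those of a sister screen read the other way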
A3G deaminase: APOBEC3G DNA deaminase inhibitors, primary screen, biochemical, fluorescence, single-stranded DNA substrate, uHTS; DNA dC->dU-editing enzyme APOBEC-3G (Homo sapiens), Q9HC16; recombinant A3G, ssDNA deamination FAM/TAMRA fluorescence; hit rate 0.28% among 330,000; inhibition, % at 20 µM;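 active = inhibition of at least 40% at 20 µM, with no more than 30% in the related APOBEC3A deaminase screen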;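 note: plate controls were DMSO wells with A3G for no effect and wells lacking A3G enzyme for full effect; some compounds called inactive have numbers as strong as hits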
Target sequence (Q9HC16 whole entry, looked up): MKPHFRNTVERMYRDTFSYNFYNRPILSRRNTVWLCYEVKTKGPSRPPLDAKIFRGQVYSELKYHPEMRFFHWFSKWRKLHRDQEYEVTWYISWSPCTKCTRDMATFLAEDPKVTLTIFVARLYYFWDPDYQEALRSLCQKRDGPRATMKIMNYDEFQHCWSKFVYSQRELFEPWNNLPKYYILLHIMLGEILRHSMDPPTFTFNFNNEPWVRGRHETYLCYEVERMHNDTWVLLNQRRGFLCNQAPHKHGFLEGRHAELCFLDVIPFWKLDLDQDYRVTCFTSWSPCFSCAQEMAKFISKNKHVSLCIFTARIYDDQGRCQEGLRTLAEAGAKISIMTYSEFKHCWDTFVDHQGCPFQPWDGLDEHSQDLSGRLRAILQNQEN
hIAP block: human IAP inhibitors, primary screen, biochemical, luminescence, uHTS | Intestinal-type alkaline phosphatase (Homo sapiens), P09923 | purified IAP, CDP-Star luminescence, 30 min | inhibition, % at 10 µM | hit rate 0.12% among 330,000 | AID 2544, 2010;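 active = inhibition reaching a set limit with compound at 10 µM in the primary screen, cut at about 35% in these data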;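 note: plate controls were DMSO wells with enzyme for no effect and no-enzyme buffer wells for full effect; values of inactives mirror those of a sister screen read the other way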
mIAP act: activators of mouse IAP, primary screen, biochemical, luminescence, uHTS; activation factor at 10 µM; muIAP, CDP-Star luminescence, 30 min; active compounds read high; 1 = vehicle-only enzyme signal, 0 = enzyme-free wells; intestinal alkaline phosphatase [Mus musculus]; hit rate 0.24% among 330,000;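 active = activation factor of at least 2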; note: the source names both 10 and 20 µM as test concentration; values of inactives mirror those of a sister screen read the other way
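System: mouse IAP enzyme. Reagent: CDP-Star chemiluminescent phosphatase substrate. Benchmarks: DMSO wells, no-enzyme wells. Times: 30 min enzyme-substrate-compound incubation at room temperature. Detection: luminescence from enzymatic CDP-Star hydrolysis. Doses: test compounds delivered from DMSO solution.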
NALP3 yeast inh: NALP3 inflammasome inhibitors in reconstituted yeast, primary screen, luminescence, uHTS. Yeast reconstituted NLRP3/ASC/caspase-1, beta-gal luminescence, 24 h. inhibition, % at 10 µM. hit rate 0.39% among 330,000;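 active = inhibition of 50% or more; inactive = inhibition below 50%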;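 note: plate controls were induced DMSO wells for no effect and uninduced yeast grown without galactose for full effect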
* marks the source's active call; other numbers are inactive results.

#1 Cc1cc(Cl)ccc1NC(=O)C1CCCN1C(=O)c1cccs1 (configuration not stated)
#2 COc1cccc(CNC(=O)c2cc(C)nc3ccccc23)c1
#3 O=c1c2ccc(Cl)cc2[nH]c(=S)n1CCC1=CCCCC1
#4 CSc1ccc(/C=C(\C#N)C(=O)NC2CCCCC2)cc1
#5 CN=C(C)/C(C(=O)OC)=C(/O)c1ccccc1F
#6 O=C(CNc1cc(S(=O)(=O)N2CCOCC2)ccc1N1CCOCC1)Nc1cccc(C(F)(F)F)c1
#7 Cc1c(C(=O)N2CC(C)OC(C)C2)[nH]c2ccc(Br)cc12 (configuration not stated)
#8 COc1ccccc1NC(=S)N1CCN(c2ccccn2)CC1
compound no.,1,2,3,4,5,6,7,8
SENP1 FRET inh,1,-4,1,-23,0,0,0,-1
APOBEC3A inh,-5,-5,-4,1,0,2,-2,-1
beta cell repl,-1,1,0,0,0,-4,-1,0
hIAP act,1.2,0.91,0.81,1,1.1,1.2,0.97,1.1
mIAP inh,-9,4,10,13,-8,-45,6,-9
A3G deaminase,-6,-11,-3,-4,-10,41*,-6,-14
hIAP block,-15,9,19,-4,-10,-24,3,-5
mIAP act,1.1,0.96,0.9,0.87,1.1,1.4,0.94,1.1
NALP3 yeast inh,13,7,-9,9,0,-8,18,1

3 entries out of the list above, ordered by their value in hIAP block, descending.
item	smiles	SENP1 FRET inh	APOBEC3A inh	hIAP act	mIAP inh	A3G deaminase	hIAP block	mIAP act	NALP3 yeast inh
3	O=c1c2ccc(Cl)cc2[nH]c(=S)n1CCC1=CCCCC1	1	-4	0.81	10	-3	19	0.9	-9
2	COc1cccc(CNC(=O)c2cc(C)nc3ccccc23)c1	-4	-5	0.91	4	-11	9	0.96	7
5	CN=C(C)/C(C(=O)OC)=C(/O)c1ccccc1F	0	0	1.1	-8	-10	-10	1.1	0

More structures
#9 CCN1CCN(C(=O)c2nn(-c3ccc(C)cc3)c(=O)c3c2c2ccccc2n3C)CC1
#10 COc1ccc(OC)c(CCNC(=O)c2ccc(CS(=O)(=O)c3ccc(Br)cc3)o2)c1
#11 O=C(CCNS(=O)(=O)c1ccc2c(c1)CCC(=O)N2)NCc1cccnc1
#12 COc1cccc(C2c3c(oc4ccccc4c3=O)C(=O)N2CCCN(C)C)c1OC (configuration not stated)
#13 Cn1c(Cn2c(=O)sc3ccccc32)nnc1SCC(=O)Nc1ccc2c(c1)OCO2
#14 CCN(CC)S(=O)(=O)c1cccc(C(=O)Nc2ccc(C#N)cc2)c1
#15 COc1ccc(OC(=O)c2cc3cc(Cl)ccc3oc2=O)cc1
#16 Nn1c(-c2ccccc2Cl)nnc1-c1ccccc1Cl
compound no.,9,10,11,12,13,14,15,16
SENP1 FRET inh,2,1,-1,-1,2,-1,19,1
APOBEC3A inh,2,1,4,-1,0,-2,-5,-1
beta cell repl,1,2,-4,-1,-4,-3,-1,-4
hIAP act,1,0.99,1.1,1.1,1,0.88,1,0.95
mIAP inh,4,5,-4,8,-8,7,15,-1
A3G deaminase,0,1,-1,-3,-8,-6,-7,1
hIAP block,-1,1,-9,-7,-3,12,-1,5
mIAP act,0.96,0.95,1,0.92,1.1,0.93,0.85,1
NALP3 yeast inh,2,11,-7,13,9,1,5,-1

#17 Cc1nc(N2CCC(C)CC2)c2c(C)c(C(=O)Nc3ccc4c(c3)OCCO4)sc2n1
#18 COc1ccc(CC(C(=O)Nc2cccc(F)c2)c2nn[nH]n2)c(OC)c1 (configuration not stated)
#19 CN(CC(=O)Nc1ccc(F)c(F)c1F)C(=O)C1CCCO1 (configuration not stated)
#20 O=C(Oc1ccccc1O)c1cccc2ccccc12
#21 CCN1CCN(C(=O)C(=O)c2c(C)[nH]c3ccccc23)CC1
#22 CCN1CCN(C(=O)c2cc3cc([N+](=O)[O-])ccc3oc2=O)CC1
#23 Cc1cccc2sc(N3CCN(C(=O)C4COc5ccccc5O4)CC3)nc12 (configuration not stated)
#24 COc1ccc(C(=O)Oc2ccc(/C=N/Nc3ccc(Cl)c(C(=O)O)c3)cc2OC)cc1
compound no.,17,18,19,20,21,22,23,24
SENP1 FRET inh,2,-2,3,-1,0,-3,-1,1
APOBEC3A inh,-6,-2,3,4,-9,-2,3,-4
beta cell repl,-7,0,-4,-5,-2,3,-5,0
hIAP act,1.1,0.93,1.3,0.93,0.92,0.92,0.83,1.1
mIAP inh,5,20,0,4,-20,6,-2,10
A3G deaminase,-8,-6,-6,1,-6,-7,-4,-2
hIAP block,-10,7,-26,7,8,8,17,-7
mIAP act,0.95,0.81,0.99,0.96,1.2,0.94,1,0.9
NALP3 yeast inh,12,6,3,39,6,-8,8,4

#25 COc1ccc2c(C)c(CCC(=O)NC3CC3)c(=O)oc2c1C
#26 CN(C)c1ccc(/C=N/NC(=S)NCc2ccco2)cc1
#27 CCOc1ccc2nc(SCC(=O)NC3CC3)sc2c1
#28 N#Cc1ccc(C(=O)CSc2n[nH]c(=O)n2-c2cccnc2)cc1
#29 CCOC(=O)c1[nH]c2ccc(OC)cc2c1NC(=O)CN1CCC2(CC1)OCCO2
#30 O=C1NC(=O)C(Cc2c[nH]c3ccccc23)N1 (configuration not stated)
#31 COc1cccc(NC(=O)COc2ccccc2C(N)=O)c1
#32 O=c1c(C(c2ccc(O)cc2)c2c(O)nc3n(c2=O)CCS3)c(O)nc2n1CCS2
compound no.,25,26,27,28,29,30,31,32
SENP1 FRET inh,-1,-5,0,2,-1,1,2,-3
APOBEC3A inh,-4,-1,-1,3,-3,-5,-1,15
beta cell repl,1,0,-3,0,-2,0,-6,-2
hIAP act,0.94,1,1.1,0.98,1.1,0.86,0.91,0.88
mIAP inh,6,9,-3,-4,-4,0,1,23
A3G deaminase,-7,-2,-2,1,-4,-11,-4,4
hIAP block,6,-1,-8,2,-7,14,9,12
mIAP act,0.94,0.91,1,1,1,1,0.99,0.77
NALP3 yeast inh,10,13,26,4,14,-3,-5,9

#33 Cc1ccc(C(=O)Cn2c(N3CCOCC3)nc3c2c(=O)n(C)c(=O)n3C)cc1
#34 CCOC(=O)C1=C(C)C2C3C(=O)N(c4ccccc4C)C(=O)C3C1(C)C1C(=O)N(c3ccccc3C)C(=O)C21 (configuration not stated)
#35 Cc1cc(-c2nc3ccccc3o2)c2ccccc2n1
#36 O=C(CSc1nc2ccccc2o1)N/N=C/c1ccccc1C(=O)O
#37 c1ccc(CSc2nnc(-c3ccccc3)c(-c3ccccc3)n2)cc1
#38 O=C(COC(=O)/C=C/c1ccc(C(F)(F)F)cc1)NC1CCCC1
#39 CC(=O)C1=NOC(CNC(=O)c2c(-c3ccccc3Cl)noc2C)C1 (configuration not stated)
#40 c1ccc2c(CN3CCOCC3)c3ccccc3c(CN3CCOCC3)c2c1
compound no.,33,34,35,36,37,38,39,40
SENP1 FRET inh,0,-2,1,3,1,0,-1,4
APOBEC3A inh,2,2,-2,2,0,0,-4,-2
beta cell repl,-4,0,1,0,-8,-3,-2,-5
hIAP act,1.1,1.1,1.2,1,1.1,1.2,0.87,1.1
mIAP inh,-2,-8,-5,14,13,7,7,-3
A3G deaminase,0,0,0,-2,-15,-3,-1,-4
hIAP block,-5,-12,-21,-4,-12,-25,13,-14
mIAP act,1,1.1,1,0.86,0.87,0.93,0.93,1
NALP3 yeast inh,18,17,8,6,14,-3,19,8

#41 CCN1CCN(C(=O)C(C)Sc2nnc3nc(C)cc(C)n23)CC1 (configuration not stated)
#42 CC(C)(C)C(=O)N1CCN(c2ccc(NC(=O)c3ccc([N+](=O)[O-])o3)cc2)CC1
#43 CCCn1c(NC(=O)CN2C(=O)NC3(CCCCC3)C2=O)nc2ccccc21
#44 O=C(CSc1nnc(C2CC2)n1C1CC1)Nc1cccc(Br)c1
#45 CCCC(=O)Nc1nnc(CCN2CCCCC2)s1
#46 Cc1ccc(S(=O)(=O)N2CCN(C(C)CC(=O)O)CC2)cc1 (configuration not stated)
#47 CCOC(=O)c1cc(-c2ccccc2)nn1CC1CC(c2cccnc2)=NO1 (configuration not stated)
#48 CCn1nc(NC(=O)c2ccccc2)c2cc3cccc(C)c3nc21
compound no.,41,42,43,44,45,46,47,48
SENP1 FRET inh,-1,-1,-28,2,0,2,-3,-31
APOBEC3A inh,1,1,12,1,-1,3,-2,2
beta cell repl,-2,-3,1,1,-3,-2,7,-4
hIAP act,0.91,0.91,1.1,0.94,0.67,0.95,0.86,1.1
mIAP inh,4,-2,4,-7,5,-4,-2,-32
A3G deaminase,0,-2,-8,-5,-3,5,-8,7
hIAP block,9,9,-14,6,33,5,14,-8
mIAP act,0.96,1,0.96,1.1,0.95,1,1,1.3
NALP3 yeast inh,18,3,8,18,-3,16,2,9

Structural class, those above with a CF3 group (2)
#6 O=C(CNc1cc(S(=O)(=O)N2CCOCC2)ccc1N1CCOCC1)Nc1cccc(C(F)(F)F)c1
#38 O=C(COC(=O)/C=C/c1ccc(C(F)(F)F)cc1)NC1CCCC1
compound no.,6,38
SENP1 FRET inh,0,0
APOBEC3A inh,2,0
beta cell repl,-4,-3
hIAP act,1.2,1.2
mIAP inh,-45,7
A3G deaminase,41*,-3
hIAP block,-24,-25
mIAP act,1.4,0.93
NALP3 yeast inh,-8,-3

Going on with the list:
#49 CCOC(=O)N1CCN(c2nc(-c3ccccc3)c3cc(C)ccc3n2)CC1
#50 CCOC(=O)c1oc2cc(O)ccc2c(=O)c1-c1ccc(OC)cc1
#51 O=C(Nc1cccc2c1CCCC2)c1cc([N+](=O)[O-])cc([N+](=O)[O-])c1
#52 COc1cc(/C=C/c2sc3ccccc3[n+]2CCCS(=O)(=O)[O-])ccc1O
#53 Cc1ccc(C)c(NC(=O)c2nnn(Cc3ccccc3)c2N)c1
#54 O=C(N/N=C/c1ccc(Cl)cc1)C(=O)N1CCCCCC1
#55 O=C(Nc1nc2ccc(S(=O)(=O)N3CCCC3)cc2s1)c1ccccn1
#56 CCC(NC(=S)NCc1ccc(F)cc1)c1ccc(C)cc1 (configuration not stated)
compound no.,49,50,51,52,53,54,55,56
SENP1 FRET inh,-30,1,3,67,0,2,-4,0
APOBEC3A inh,0,0,1,0,-3,-3,2,-4
beta cell repl,-3,0,-3,2,-2,-1,-5,-8
hIAP act,1.4,0.98,0.99,0.96,0.92,0.92,1.3,1.2
mIAP inh,-53,-3,2,21,4,-3,11,-77
A3G deaminase,-2,-2,-5,-5,-6,-9,0,-5
hIAP block,-37,2,1,4,8,8,-33,-25
mIAP act,1.5,1,0.98,0.79,0.95,1,0.89,1.8
NALP3 yeast inh,8,27,24,18,-3,11,27,28

Source: PubChem BioAssay (Sanford-Burnham Center for Chemical Genomics)

The list is partial. The share of hits here may be higher or lower than overall.
